# CHOP inh: CHOP inhibition in unfolded protein response; CHO-K1 CHOP-promoter luciferase, tunicamycin-induced, 15-18 h; inhibition, % at 10 µM; hit rate 3.8% among 220,000;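 active = compounds that reduced the stress-induced luciferase reporter signal by more than about 70% of percent inhibition, limit read from the data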;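 also: 0% = tunicamycin plus vehicle and 100% = wells without tunicamycin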
# S1P4 antag: blocks the human S1P4 receptor; O95977; S1P4-expressing cells, antagonist mode, reporter read-out; inhibition, % at 4.98 µM; hit rate 0.26% among 220,000; AID 1510; in the data active = inhibition above about 29%;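 also: 0% = wells stimulated with agonist and 100% = vehicle wells without agonist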
# Target sequence (O95977 whole entry, looked up): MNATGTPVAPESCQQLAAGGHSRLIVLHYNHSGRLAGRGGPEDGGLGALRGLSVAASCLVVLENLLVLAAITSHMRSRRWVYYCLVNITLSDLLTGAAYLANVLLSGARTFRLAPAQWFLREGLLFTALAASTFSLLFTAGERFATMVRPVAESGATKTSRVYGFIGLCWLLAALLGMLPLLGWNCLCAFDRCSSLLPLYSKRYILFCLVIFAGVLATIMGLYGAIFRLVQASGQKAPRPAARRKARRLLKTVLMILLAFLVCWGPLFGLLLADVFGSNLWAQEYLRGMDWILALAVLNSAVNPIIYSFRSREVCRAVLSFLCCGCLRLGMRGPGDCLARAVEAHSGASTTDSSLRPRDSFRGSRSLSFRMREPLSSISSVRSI
# S1P4 ag: activates the human S1P4 receptor. S1P4-expressing cell line, agonist reporter assay. activation, % at 4.98 µM. AID 1509. O95977. hit rate 0.35% among 220,000; in the data active = activation above about 11%;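 also: 0% = DMSO vehicle and 100% = reference agonist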
# NPY-Y1 antag: antagonists of human neuropeptide Y receptor Y1 | P25929 | HEK293-CNG Y1 cells, membrane potential fluorescence; NPY at EC95, then isoproterenol | inhibition, % at 3.6 µM | hit rate 1% among 200,000;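 active = inhibition above the campaign mean inhibition of all tested compounds plus 3 SD, cut at about 20% in these data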;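 also: 0% = DMSO wells given NPY plus isoproterenol and 100% = isoproterenol alone without NPY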
# Target sequence (P25929 whole entry, looked up): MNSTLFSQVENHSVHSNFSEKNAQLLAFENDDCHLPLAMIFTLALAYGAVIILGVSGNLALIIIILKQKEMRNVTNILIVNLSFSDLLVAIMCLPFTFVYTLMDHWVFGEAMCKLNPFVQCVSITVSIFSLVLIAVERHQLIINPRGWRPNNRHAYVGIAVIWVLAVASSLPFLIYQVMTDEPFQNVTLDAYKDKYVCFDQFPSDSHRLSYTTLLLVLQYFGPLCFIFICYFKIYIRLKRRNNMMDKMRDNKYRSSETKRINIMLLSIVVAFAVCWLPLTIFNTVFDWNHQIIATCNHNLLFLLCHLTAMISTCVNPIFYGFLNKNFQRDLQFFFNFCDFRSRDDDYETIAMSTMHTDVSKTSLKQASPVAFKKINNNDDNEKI
#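 Assay system: HEK293 cells with Y1 receptor plus CNG channel | Probe or stimulus: NPY (25 nM), isoproterenol (1 µM), Ro 20-1724 (25 µM) | Timing: Compound incubation 1 h at room temperature, readout 45 min post-stimulation | Measured by: Membrane-potential fluorescent dye readout | Benchmarks: High control isoproterenol alone, low control NPY with isoproterenol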
# NCF1 inh: inhibitors of human p47phox binding; hit rate 0.53% among 220,000; inhibition, % at 24.7 µM; P14598; AID 1274; p47phox/p22phox peptide binding, fluorescence polarization, 2 h;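 active = inhibition above about 30%, limit read from the data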;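 also: 0% = p47phox with labelled peptide and 100% = labelled peptide alone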
# NPY1 pot ag: human NPY-Y1 potentiation or agonism, primary screen; activation, % at 3.6 µM; AID 1304; hit rate 0.37% among 220,000; NPY-Y1 expressing cells, potentiator/agonist activation; in the data active = activation above about 33%, passing the limit was not always enough;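 also: cells stimulated with NPY at EC10 then isoproterenol at EC100; 0% = low agonist plus stimulus and 100% = saturating agonist plus stimulus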
# Ba/F3 V617F tox: loss of viability in JAK2V617F-driven Ba/F3 cells | Ba/F3 EpoR-JAK2V617F viability, ATP luminescence | inhibition, % at 5.6 µM | hit rate 1.1% among 220,000;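 active = inhibition above the campaign mean plus 3 SD over all tested compounds, cut at about 24% in these data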;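 also: cytokine-independent growth of Ba/F3 cells driven by EpoR plus mutant JAK2; 0% = DMSO-treated cells and 100% = JAK inhibitor I control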
# NPY2 pot ag: human NPY-Y2 potentiation or agonism, primary screen | cells expressing NPY-Y2, potentiator/agonist read-out | activation, % at 3.6 µM | hit rate 0.45% among 220,000 | AID 1359; in the data active = activation above about 27%;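 also: cells stimulated with NPY near EC25 plus isoproterenol at EC100; 0% = vehicle plus submaximal agonist and 100% = vehicle plus saturating agonist; some results beyond the cut were filed as inactive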
# BaF3 tox: reduces parental Ba/F3 cell viability, JAK2V617F counter-screen | inhibition, % at 5.6 µM | hit rate 1.1% among 220,000 | CellTiter-Glo ATP luminescence;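 active = inhibition above a per-campaign cutoff, the mean inhibition of all tested compounds plus 3 SD, cut at about 27% in these data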;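 also: 0% = DMSO wells and 100% = JAK Inhibitor I control wells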
# The depositor's hits bear a star; nt = no result given.
cpd	smiles	CHOP inh	S1P4 antag	S1P4 ag	NPY-Y1 antag	NCF1 inh
1	C#CCOCCOCCOCCNc1nc(N2CCN(C(=O)C([C@@H](C)CC)n3cc(C(N)Cc4ccc(O)cc4)nn3)CC2)nc(N2CCN(C(=O)[C@H](CCC(=O)O)n3cc(C(N)CO)nn3)CC2)n1 (stereo not given in full)	23	-7	0.2	4	1
2	CN(C)c1ccc(/C=[N+](\[O-])C2N(c3ccccc3)C(=S)SC2(C)C)cc1 (stereo not given)	16	-4	-1.0	1	3
3	O=[N+]([O-])c1cc(C(F)(F)F)ccc1NC1CCN(Cc2ccccc2)CC1	67	-4	-1.7	nt	-2
4	CCOc1cc(C=C(C#N)C#N)ccc1Oc1ccc([N+](=O)[O-])cn1	-3	-9	0.5	2	5
5	N#Cc1cc([N+](=O)[O-])ccc1NCCN1CCOCC1	-16	0	1.1	-5	-2
6	C=C1CSc2nc(=O)c3c4c(sc3n21)CCCC4	-14	-23	1.5	1	-5
7	Oc1ccc2ccccc2c1N=Nc1nccs1	-58	18	0.5	nt	60*
8	CC(C)CC(=O)NC(NC(=O)CC(C)C)c1cccc([N+](=O)[O-])c1	1	-9	-0.2	5	-8
9	CC(C)Oc1ccc(/C(O)=C2/C(=O)C(=O)N(CCCn3ccnc3)C2c2cccnc2)cc1 (stereo not given)	8	-3	0.8	2	-3
10	O=C(CSc1nnc(-c2ccncc2)o1)NCc1ccccc1Cl	-4	-26	2.0	0	-3
11	COc1ccc(CNC(=O)C2CCCN2S(=O)(=O)c2ccc(C)cc2)cc1 (stereo not given)	14	-6	0.2	-6	-6
12	CCn1c2ccccc2c2cc(NC(=O)N3CCOCC3)ccc21	3	-12	1.6	2	-1
13	O=C(Cn1c(=O)oc2cc(S(=O)(=O)N3CCOCC3)ccc21)N1CCc2ccccc2C1	9	-7	-2.9	0	-13
14	O=C(Cn1c(C(F)(F)F)nc2ccccc21)N/N=C/c1ccco1	13	-11	-0.3	-5	-6
15	CC(/C=C/c1ccco1)=N\NC(=O)CNc1ccc2ccccc2c1	28	-11	1.6	3	-12

cpd	NPY1 pot ag	Ba/F3 V617F tox	NPY2 pot ag	BaF3 tox
1	9	-1	18	-4
2	-34	-4	-9	0
3	-4	4	-16	0
4	-1	-1	13	-2
5	14	-1	-1	0
6	-11	-1	7	0
7	48	98*	41	101*
8	-2	3	-13	10
9	8	-3	14	3
10	9	-1	-15	5
11	1	4	-3	5
12	-4	0	15	3
13	2	1	9	-1
14	7	2	-1	1
15	-25	-3	9	-3

# Brought forward from above: six compounds, then new ones.
cpd	smiles	CHOP inh	S1P4 antag	S1P4 ag	NPY-Y1 antag	NCF1 inh
10	O=C(CSc1nnc(-c2ccncc2)o1)NCc1ccccc1Cl	-4	-26	2.0	0	-3
11	COc1ccc(CNC(=O)C2CCCN2S(=O)(=O)c2ccc(C)cc2)cc1 (stereo not given)	14	-6	0.2	-6	-6
12	CCn1c2ccccc2c2cc(NC(=O)N3CCOCC3)ccc21	3	-12	1.6	2	-1
13	O=C(Cn1c(=O)oc2cc(S(=O)(=O)N3CCOCC3)ccc21)N1CCc2ccccc2C1	9	-7	-2.9	0	-13
14	O=C(Cn1c(C(F)(F)F)nc2ccccc21)N/N=C/c1ccco1	13	-11	-0.3	-5	-6
15	CC(/C=C/c1ccco1)=N\NC(=O)CNc1ccc2ccccc2c1	28	-11	1.6	3	-12
16	CCSc1nc(=O)n(-c2ccccc2)c(C)c1C(C)=O	31	0	0.7	3	-12
17	CC1CCCN(c2nc3c(c(=O)[nH]c(=O)n3C)n2Cc2ccccc2Cl)C1 (stereo not given)	59	8	-0.2	1	-12
18	COc1ccc(N2C(=O)CC(NNC(=O)c3cc(C)oc3C)C2=O)cc1 (stereo not given)	-4	-4	0.6	1	-2
19	COC(=O)c1cc(-c2ccc(S(=O)(=O)N3CCCC3)cc2)c(C(F)(F)F)s1	14	-8	-0.9	nt	-7
20	CC1(C)Cc2nc3scc(NC(=O)c4ccccc4)c3cc2CO1	10	8	0.2	nt	-1
21	O=C(O)c1cccnc1Sc1ncnc2sc3c(c12)CCC3	-7	0	-0.9	nt	-3
22	CCN1C(=O)CC2(C[N+]3(C)CCC2CC3)C1=O (stereo not given)	32	2	-0.5	4	-9
23	Cc1cc(C(=O)NCc2ccco2)cs1	0	-7	-0.4	-1	-10
24	CC(/C=C/c1ccccc1)=N/NC(=O)CNC(=O)c1ccc2c(c1)OCO2	42	-23	-0.6	3	-10
25	COc1ccc(NC(=O)CSc2nnc(-c3ccccc3C)n2N)cc1OC	5	-13	1.4	8	-3
26	CC(C)=CCN1CCN(Cc2cccc3c2OCO3)CC1CCO (stereo not given)	23	-3	1.2	12	-1
27	COC(=O)c1sc2nc[nH]c(=O)c2c1C	17	15	1.2	1	-10
28	O=C(O)Cc1c[nH]c2cccc(O)c12	-2	8	0.1	2	-6
29	C=CCN1C(=O)/C(=C/c2ccc(OC)cc2)S/C1=N/c1nccs1	14	-21	0.6	2	-9
30	COc1ccc(OC)c(-n2c(=S)[nH]c3cc(C(=O)N4CCCCC4)ccc3c2=O)c1	8	0	-0.4	5	-3

cpd	NPY1 pot ag	Ba/F3 V617F tox	NPY2 pot ag	BaF3 tox
10	9	-1	-15	5
11	1	4	-3	5
12	-4	0	15	3
13	2	1	9	-1
14	7	2	-1	1
15	-25	-3	9	-3
16	-11	-5	-3	-4
17	-4	-4	-9	-2
18	-11	0	0	6
19	0	-5	17	3
20	-6	1	-15	0
21	18	-2	-36	-7
22	2	2	7	5
23	19	-4	20	1
24	-23	-2	10	7
25	2	-1	2	5
26	-4	2	-20	2
27	-1	2	-13	4
28	-5	1	-5	-3
29	-6	-2	2	2
30	-10	1	-2	3

# (more compounds)
cpd	smiles	CHOP inh	S1P4 antag	S1P4 ag	NPY-Y1 antag	NCF1 inh
31	CC(=O)c1cccc(NC(=O)CN(c2ccccc2)S(C)(=O)=O)c1	2	-8	-0.5	9	-7
32	O=c1c2sccc2nc(SCc2cc(=O)n3cc(Br)ccc3n2)n1Cc1ccccn1	33	-7	2.6	4	2
33	Cc1ccccc1-c1nnc(SCC(=O)N(CC(C)C)c2c(N)n(CC(C)C)c(=O)[nH]c2=O)n1C	20	-1	-0.8	nt	-5
34	Cc1cc(C)nc(-n2nc(C)cc2NC(=O)CN2CCC(C)CC2)n1	27	1	0.3	5	-15
35	Cc1cc(=O)[nH]c2ccccc12	-17	-1	0.5	0	1
36	CC1(C)CC(=O)C2=C(C1)Nc1ccccc1[S@]2=O	1	-5	1.0	nt	-1
37	Cc1ccccc1-c1nc(CS(=O)(=O)CC(=O)NCCCN2C(C)CCCC2C)c(C)o1 (stereo not given)	43	2	1.1	2	-13
38	COc1ccc2cc(C(=O)C3CCCN(Cc4cnc(N5CCOCC5)s4)C3)ccc2c1 (stereo not given)	16	-10	0.7	-1	-12
39	c1ccc2c(c1)oc1c(N3CCOCC3)ncnc12	10	-2	-0.9	3	-7
40	Cc1ccc(-n2ncc(-c3nnc(SCC(=O)NC4CCCC4)o3)c2N)cc1C	8	-9	-2.7	0	-5
41	O=C(CSc1n[nH]c(=O)n1-c1ccccc1)Nc1ccccc1	3	8	0.2	nt	0
42	COc1nc(N(C)C)nc(N2CC(=O)N(CCNS(=O)(=O)c3ccc(C)cc3)C2=N)n1	7	-7	-1.8	-4	-1
43	O=C1CCc2ccccc2N1	20	-19	-0.2	nt	-9
44	O=C(NC1CCCCC1)c1cccc(Cn2cc(Cl)cn2)c1	28	-3	0.6	-2	-12
45	O=C(CNc1cccc2ccccc12)N/N=C/c1ccc([N+](=O)[O-])o1	15	-5	-2.2	-1	-9

cpd	NPY1 pot ag	Ba/F3 V617F tox	NPY2 pot ag	BaF3 tox
31	10	-3	11	0
32	-10	5	-1	1
33	26	-1	-2	-2
34	19	-3	6	0
35	-2	-1	-10	6
36	-5	-2	3	-2
37	3	-5	4	3
38	-9	2	-14	5
39	-12	-1	2	3
40	-11	2	-5	3
41	11	-2	-7	-1
42	-3	1	0	3
43	-18	-1	-7	5
44	-15	-7	-3	1
45	18	-3	20	-2

# (list continues)
cpd	smiles	CHOP inh	S1P4 antag	S1P4 ag	NPY-Y1 antag	NCF1 inh
46	O=C(Nc1ccc(N2CCN(C(=O)c3ccco3)CC2)cc1)C(c1ccccc1)c1ccccc1	17	-6	2.5	-1	-38
47	Cc1ccc(C2(c3noc(CN4C[C@@H](C)O[C@@H](C)C4)n3)CCCC2)cc1	-4	6	-0.7	5	-5
48	COc1ccc(S(=O)(=O)N2CCC(C(=O)N3CCCCCC3)CC2)cc1	28	5	-0.7	-1	2
49	CC(C)C(CCNC(=O)CN1C(=O)c2ccccc2C1=O)c1ccco1 (stereo not given)	6	-8	2.0	-1	-12
50	O=C(c1ccc(S(=O)(=O)N2CCCC2)cc1)N1CCCc2ccccc21	25	-8	0.4	1	4
51	Cc1ccc(/C=N/NC(=O)C2(O)c3ccccc3-c3ccccc32)o1	-9	-19	0.8	6	-1
52	CCN(CC)C(=O)CN(C#N)c1nc(NC(C)C)nc(NC(C)C)n1	24	-8	0.9	3	-10
53	Cc1ccc(NC2=NCC(=O)N2Cc2ccccc2)c(C)c1	13	-10	1.3	1	-11
54	CN(CC(=O)Nc1cccc2ccccc12)C(=O)/C=C/c1cccs1	26	-15	1.1	7	-25
55	Cc1ccc(-n2c(C)cc(/C=N/NC(=O)CN(c3ccc(C)cc3C)S(C)(=O)=O)c2C)cc1	48	-40	-0.1	2	-36
56	Cn1cccc1CNC(=S)Nc1ccccc1Cl	15	-5	0.8	7	nt
57	Cc1cc(-c2csc(NC(=O)c3cc4ccccc4o3)n2)c(C)n1C	-22	-14	-0.4	4	-11
58	CCC(CC)C(=O)NCCc1cc2c(OC)ccc(OC)c2[nH]c1=O	18	10	0.2	2	3
59	CCN(CC)CCN(C(=O)CCOc1ccccc1)c1nc2ccc(F)cc2s1	-4	-15	0.4	9	-7
60	O=C(O)c1ccc(-c2cccc(Cl)c2)o1	nt	7	0.7	4	nt

cpd	NPY1 pot ag	Ba/F3 V617F tox	NPY2 pot ag	BaF3 tox
46	5	-1	-16	4
47	1	4	0	2
48	-3	-1	1	3
49	4	-1	-9	6
50	9	-2	2	4
51	21	-4	-8	3
52	9	0	7	7
53	1	4	-9	6
54	-15	-1	1	7
55	-10	1	8	2
56	3	1	-1	4
57	4	0	-3	5
58	1	-2	4	-1
59	-18	2	-7	10
60	-29	2	-15	5

# Following part:
cpd	smiles	CHOP inh	S1P4 antag	S1P4 ag	NPY-Y1 antag	NCF1 inh
61	CC(=O)Nc1ccc2nc(-c3ccccc3)cn2c1	11	-14	0.0	6	-1
62	Cc1ccc(SC(C)c2nc(-c3ccncc3)no2)cc1 (stereo not given)	25	-17	0.2	-3	0
63	COc1ccccc1OC(C)C(=O)O (stereo not given)	-13	-21	3.5	-2	0
64	NNS(=O)(=O)c1ccc(Cc2ncc(C(F)(F)F)cc2Cl)s1	10	-13	1.3	7	-9

cpd	NPY1 pot ag	Ba/F3 V617F tox	NPY2 pot ag	BaF3 tox
61	-15	1	-10	3
62	-1	-4	19	4
63	4	-1	12	3
64	-7	2	-5	3

# An unsorted share of the library. Share with any hit: about 7.1%.
